GPR151 ag = activators of human GPR151, primary screen, cell-based, PathHunter beta-arrestin, luminescence; PathHunter beta-arrestin GPR151 cells; G-protein coupled receptor 151 (Homo sapiens), Q8TDV0; AID 1508602, 2020; hit rate 1% among 650,000; activation, % at 11.2 µM; in the data active = activation above about 4.9%;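 note: 0% = median of compound wells and 100% = cells with positive control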
Target sequence (Q8TDV0 whole entry, looked up): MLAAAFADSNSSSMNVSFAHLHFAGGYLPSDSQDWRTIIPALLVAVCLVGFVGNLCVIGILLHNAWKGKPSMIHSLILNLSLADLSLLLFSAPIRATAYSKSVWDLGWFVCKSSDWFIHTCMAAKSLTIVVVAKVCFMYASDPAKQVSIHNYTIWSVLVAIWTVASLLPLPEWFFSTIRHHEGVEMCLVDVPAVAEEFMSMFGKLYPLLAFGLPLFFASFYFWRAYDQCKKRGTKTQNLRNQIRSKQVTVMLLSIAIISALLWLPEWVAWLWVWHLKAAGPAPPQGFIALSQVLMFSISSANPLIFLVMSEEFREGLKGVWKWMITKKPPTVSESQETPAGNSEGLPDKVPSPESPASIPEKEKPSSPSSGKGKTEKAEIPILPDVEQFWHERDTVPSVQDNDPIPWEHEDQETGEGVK
FBW7 activator = FBW7 E3 ligase activators, primary screen, biochemical, AlphaScreen, human; normalized activity (activation), % at 26.1 µM; AlphaScreen FBW7–phospho-cyclin E peptide binding, activator screen; F-box/WD repeat-containing protein 7 (Homo sapiens), Q969H0; hit rate 0.13% among 650,000; in the data active = normalized activity above about 1.9%;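 note: purified mutant Fbw7 with reduced substrate affinity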
Target sequence (Q969H0 whole entry, looked up): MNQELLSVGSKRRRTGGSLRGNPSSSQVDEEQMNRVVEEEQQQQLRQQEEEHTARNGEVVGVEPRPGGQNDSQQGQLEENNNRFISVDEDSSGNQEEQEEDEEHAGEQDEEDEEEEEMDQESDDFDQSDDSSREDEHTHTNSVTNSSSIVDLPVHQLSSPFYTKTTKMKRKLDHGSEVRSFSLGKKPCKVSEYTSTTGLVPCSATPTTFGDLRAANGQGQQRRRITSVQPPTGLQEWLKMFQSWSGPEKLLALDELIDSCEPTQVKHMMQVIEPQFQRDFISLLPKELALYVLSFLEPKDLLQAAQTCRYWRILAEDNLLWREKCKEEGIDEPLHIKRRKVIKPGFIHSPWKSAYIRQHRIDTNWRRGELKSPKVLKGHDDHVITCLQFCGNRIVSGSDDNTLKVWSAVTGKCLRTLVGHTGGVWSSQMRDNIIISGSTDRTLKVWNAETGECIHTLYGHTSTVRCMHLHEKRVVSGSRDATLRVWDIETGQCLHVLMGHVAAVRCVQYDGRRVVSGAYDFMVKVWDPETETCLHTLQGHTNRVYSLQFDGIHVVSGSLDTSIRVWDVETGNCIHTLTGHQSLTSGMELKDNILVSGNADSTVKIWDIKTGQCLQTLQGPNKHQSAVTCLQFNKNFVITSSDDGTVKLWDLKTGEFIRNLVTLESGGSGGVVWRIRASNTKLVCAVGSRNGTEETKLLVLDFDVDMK
MITF inh = MITF inhibitors, primary screen, biochemical, AlphaScreen, human. Microphthalmia-associated transcription factor (Homo sapiens), O75030. inhibition, % at 2.6 µM. hit rate 0.91% among 650,000. AlphaScreen MITF homodimerization, bead proximity signal; in the data active = inhibition above about 50%;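 note: 0% = vehicle wells with protein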
TEAD-YAP inh = TEAD-YAP interaction inhibition, primary screen, TEAD-YAP interaction inhibitor project, luminescence, HEK-TIYL cells. TEAD-Gal4/YAP UAS-luciferase luminescence. inhibition, % at 9.12 µM. hit rate 1.4% among 640,000. AID 1259422, 2018; in the data active = inhibition above about 32%;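 note: 0% = median of test compound wells and 100% = reference inhibitor wells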
Active calls of the source: *. Not a hit list. About 3.4% of those tested had a hit in this group.

SMILES | GPR151 ag | FBW7 activator | MITF inh | TEAD-YAP inh
O=C(CC1N=C(Cc2ccccc2)NNC1=O)N/N=C/c1ccc([N+](=O)[O-])cc1 (stereo not given) | 1.1 | -0.4 | -15.1 | 0.6
CCc1sc(/C=N/NC(N)=O)cc1[N+](=O)[O-] | -0.9 | 0.1 | -0.2 | 5.9
O=C(Nc1ccccc1C(=O)Nc1cccc([N+](=O)[O-])c1)c1ccco1 | -0.9 | 0.1 | 15.8 | 13.8
O=C(NCc1ccc(Cl)cc1)C1CCN(C(=O)Cc2ccccc2)CC1 | 0.7 | -0.1 | 11.1 | 5.2
NCCCC[C@@H]1NC(=O)[C@@H]2C[C@H](NCc3nc(-c4ccc(F)cc4)cs3)CN2C1=O | -0.4 | 0.1 | 19.4 | 2.0
CCOc1ccc(/C=C(/C#N)c2ccc(C#N)cc2)cc1 | 0.5 | 0.1 | 2.4 | -8.8
COC(=O)[C@@H]1CCCN1C(=O)c1c(OC)cc(=O)n2c1CCN(Cc1ccc(C)o1)CC2 | -0.3 | 0.1 | 12.6 | -1.6
CCOC(=O)c1cc(-c2ccncc2)nn1-c1ccccc1 | 3.2 | -0.1 | 4.2 | 2.2
Cc1ccc(-c2nc(N3CCc4ccccc4C3)c3ccccc3n2)cc1 | -0.9 | -0.1 | -10.7 | -14.4
COc1ccccc1Cc1nnnn1CC(=O)O | -0.8 | -0.1 | 13.2 | 9.9
O=[N+]([O-])c1ccc(-c2nc(-c3ccccc3)c3cc(Cl)cc(Cl)c3n2)cc1 | 1.0 | -0.1 | 4.4 | -1.7
CC(C)CCC(C)NCC(O)COCc1ccco1 (stereo not given) | 0.2 | -0.1 | 25.0 | 3.4
O=C(COc1ccc2c(c1)CCC2)Nc1nccs1 | -2.7 | -0.2 | 4.8 | 73.9*
COC(=O)c1cc(CNC(=O)C2CCOC(C)(C)C2)cc(NC(=O)c2cc(C)nn2C)c1 (stereo not given) | 0.0 | 0.1 | -5.3 | -8.9
CCOC(=O)c1ccc(N2C(=N)S/C(=C\c3ccc(N4CCN(C)CC4)c([N+](=O)[O-])c3)C2=O)cc1 | 0.1 | 0.0 | 4.0 | 1.1
CC(C)C(=O)Nc1ccc(SCc2ccncc2)nn1 | 0.5 | -0.1 | -8.5 | -4.4
CCOc1ccc(CC(=O)Nc2sc3c(c2C#N)CCCC3)cc1OCC | 3.0 | -0.1 | -11.2 | -3.2
COCc1c(C(=O)N/N=C/c2ccc(OC)c(OC)c2)nnn1-c1nonc1N | 0.0 | 0.2 | 4.5 | 10.7
O=C(N/N=C/c1c(O)n(-c2ccccc2)c(=O)[nH]c1=O)C12CC3CC(CC(C3)C1)C2 | -0.9 | -1.8 | 18.2 | -30.8
Cc1cccc(OCC(=O)Nc2ccc(C)c(-c3nc4ncccc4o3)c2)c1 | -0.1 | 0.4 | 11.6 | -1.9
O=C(C[n+]1ccc(/C=N/O)cc1)N(Cc1ccccc1)Cc1ccccc1 | -0.1 | 0.1 | -4.3 | -9.3
O=[N+]([O-])c1cccc(Nc2nc(-c3cccs3)cs2)c1 | 0.0 | -0.1 | -2.1 | -24.0
O=C(O)CC1S/C(=N/N=C/c2cn(Cc3ccccc3)c3ccccc23)NC1=O (stereo not given) | -0.5 | 0.1 | -5.7 | 9.3
COc1ccc(OC)c(-c2cc(C(=O)O)c3c(-c4ccc([N+](=O)[O-])cc4)[nH]nc3n2)c1 | -0.2 | 0.0 | 13.6 | 5.2
CCOC(=O)c1cc(CC)sc1NC(=O)Cc1ccccc1 | 0.1 | 0.1 | 1.8 | 1.3
COc1ccc(C)cc1NC(=O)N1CCC(CO)(CC2CCCCO2)CC1 (stereo not given) | 0.0 | 0.2 | 6.5 | 4.2
COc1ccc(CN2CCC3(CC2)CC3C(=O)N(C)Cc2cscn2)cc1 (stereo not given) | -1.0 | -0.1 | 3.9 | 1.1
O=C(c1ccc(S(=O)(=O)NC2CC2)o1)N1CCCc2ccccc21 | 1.5 | 0.0 | -9.3 | 12.5
COc1ccc(CNC(=O)C2CCN(c3nc(C)cc(N(C)C)n3)CC2)cc1 | -2.1 | -0.1 | 2.9 | 7.4
CSc1nsc(N/N=C/c2ccc([N+](=O)[O-])cc2)c1C#N | 0.6 | 0.0 | 3.0 | 0.9
O=C(Nc1nc(-c2cc3ccccc3oc2=O)cs1)c1cnn2c(C(F)(F)F)cc(-c3ccccc3)nc12 | -0.8 | 0.1 | 4.5 | -5.8
O=C(O)C1CC1C(=O)N1CCN(c2ccc(Cl)c(Cl)c2)CC1 (stereo not given) | 1.2 | 0.0 | 3.0 | -6.6
COCc1c(C(=O)N/N=C/c2cc(OC)ccc2OC)nnn1-c1nonc1N | -0.5 | 0.0 | 7.3 | -1.6
C=CCOc1ccc(/C(O)=C2/C(=O)C(=O)N(CCCN(C)C)C2c2ccc(F)cc2)cc1C (stereo not given) | 1.1 | 0.2 | -1.3 | -5.4
O=C(Nc1ccc(F)cc1F)c1cc2ncc(Br)cn2n1 | 1.5 | 0.3 | 8.1 | -1.4
CCCc1[nH]nc2c1C(c1cccc3ccccc13)C(C#N)=C(N)O2 (stereo not given) | 0.5 | -0.2 | -4.1 | -8.8
Cc1nc(NC(=O)c2cccc(F)c2)sc1C(=O)N1CCOCC1 | -1.7 | -0.1 | 0.1 | -29.2
COCCn1nnnc1C(C(C)C)N1CCN(c2ccc([N+](=O)[O-])cc2)CC1 (stereo not given) | -0.6 | 0.1 | 7.3 | -5.1
CCN(CC)CCCNC(=O)C(C)n1c2ccccc2c2nc(=O)cc(C)n21 (stereo not given) | -1.0 | 1.5 | 20.0 | -0.3
CC1=NN(C(N)=S)C(=O)C1N=Nc1ccccc1C(=O)O (stereo not given) | 0.4 | -0.8 | 10.8 | 1.6
CC(=O)c1cc(F)c(N2CCN(C(=O)c3cccs3)CC2)cc1C | 1.7 | -0.1 | 0.6 | 1.5
CN1C(=O)c2ccc(C(=O)Nc3ccncc3)cc2C1=O | -0.6 | 0.7 | 10.4 | -0.5
N#Cc1cccc(C(=O)N2CCc3nc(-c4cccnc4)nc(N4CCCCCC4)c3C2)c1 | 1.3 | -0.3 | -6.8 | 2.8
Cc1ccc(C)c(Cn2c(C(=O)O)c(CNCc3ccco3)c3ccccc32)c1 | 0.1 | -0.1 | 3.3 | -1.9
O=C(NCCN1CCOC1=O)c1ccc(OC2CCN(CCc3ccccc3)CC2)cc1 | -0.7 | 0.0 | 9.2 | 2.5
CN1CCN(C(c2cccs2)c2ccc3cccnc3c2O)CC1 (stereo not given) | -1.4 | -0.5 | 8.7 | 88.5*
COc1ccccc1N1CCN(C(=O)COc2ccccc2C)CC1 | 2.2 | -0.1 | -3.7 | -0.1
CC(C)CNC(=O)COC(=O)/C=C/c1ccco1 | -0.8 | -0.1 | 1.4 | -8.2
Cc1c(C(=O)N2CCOCC2)sc2ncn(CC(=O)N3CCCCC3)c(=O)c12 | -0.2 | -0.1 | -6.7 | 8.2
O=C(Nc1cc(Cl)cc(Cl)c1)c1ccc(C(=O)Nc2cc(Cl)cc(Cl)c2)cc1 | -1.7 | 0.1 | 8.8 | 0.0

(cont.)
SMILES | GPR151 ag | FBW7 activator | MITF inh | TEAD-YAP inh
CCc1ccc2[nH]c(C)c(CN(C)C3CCN(C)CC3)c(=O)c2c1 | 0.1 | 0.0 | 1.0 | 1.6
CC(C)CC(=O)NC(=S)NNC(=O)c1ccc([N+](=O)[O-])cc1 | -0.3 | -0.3 | -4.7 | 10.9
COC(=O)c1c(C(C)(C)C)oc2c1cc(NS(=O)(=O)c1ccc(C)cc1C)c1ccccc12 | 0.1 | 0.2 | -21.1 | -3.4
CSc1nnc(C)c(=O)n1COC(=O)c1ccc(S(=O)(=O)N2CCCC2)cc1 | -1.9 | 0.4 | 16.4 | 5.2
Oc1ccc(Cl)cc1C1=NNC(c2ccc3c(c2)OCCO3)C1 (stereo not given) | 0.5 | -0.1 | -2.3 | -56.3
CC(=O)N(C)c1ccc(NC(=O)COc2c(C)cc(Br)cc2C)cc1 | -0.5 | 0.0 | -14.6 | -9.3
N#Cc1ccc(N=Cc2cc([N+](=O)[O-])ccc2O)cc1 | 2.3 | 0.0 | -7.4 | 0.5
CN1CCCC(NC(=O)c2cccc(-n3cc(Nc4nnnn4-c4ccccc4Cl)cn3)c2)C1 (stereo not given) | -1.1 | 0.8 | 13.0 | -1.6
O=C(COc1ccc(S(=O)(=O)NCCc2ccccc2)cc1)NCc1ccco1 | -0.5 | 0.0 | 0.8 | -8.7
CC(C)Oc1cccc(-c2cc(C(=O)NC3CCN(C)CC3)c3ccccc3n2)c1 | 3.6 | 0.5 | 2.1 | 4.1

Part of the list above, with values under each structure:
Each structure is followed by: GPR151 ag, FBW7 activator, MITF inh, TEAD-YAP inh
> CC1=NN(C(N)=S)C(=O)C1N=Nc1ccccc1C(=O)O (stereo not given)
→ 0.4, -0.8, 10.8, 1.6
> CC(=O)c1cc(F)c(N2CCN(C(=O)c3cccs3)CC2)cc1C
→ 1.7, -0.1, 0.6, 1.5

Next results follow.
SMILES | GPR151 ag | FBW7 activator | MITF inh | TEAD-YAP inh
Cc1ccc(-c2[nH]ncc2CN(Cc2ccccn2)C[C@@H]2CCC(=O)N2)cc1C | -1.7 | -0.2 | -1.5 | 1.4
c1ccc(-c2ccc(CN3CCN(c4ncccn4)CC3)cc2)cc1 | -0.2 | -0.2 | 33.1 | -1.8
CCOC(CCn1c(SCC(=O)Nc2ccccc2Cl)nc2ccccc2c1=O)OCC | 0.1 | 0.5 | 16.6 | -5.3
CCOC(=O)C1(c2ccccc2)NC(=O)c2ccccc2N1 (stereo not given) | -0.8 | 0.0 | 9.5 | 3.4
COc1cc(/C=C(\C#N)c2nc3ccccc3[nH]2)ccc1Oc1nc(Nc2ccc(F)cc2F)nc(N2CCOCC2)n1 | -0.6 | 0.0 | 3.9 | -10.0
O=S(=O)(Cc1ccccc1)NCC1CCCN(Cc2cccnc2)C1 (stereo not given) | 0.8 | 0.0 | 15.6 | 0.4
COc1ccc(-n2nnc3c(N4CCN(C(=O)CC5CCCCC5)CC4)ncnc32)cc1 | 1.5 | 0.1 | 0.6 | -3.3
c1nc(NCC2CCCCC2)c2ccsc2n1 | 0.0 | 0.0 | -9.2 | 36.2*
CC1Oc2ccccc2C=C1/C=C(\C#N)S(=O)(=O)c1ccccc1 (stereo not given) | 0.7 | 0.2 | 8.2 | 6.5
Cc1cc(N2C(=O)CCC2=O)ccc1Br | 0.6 | 0.1 | -0.2 | 2.6
COc1ccc(C2=NNC(c3cccnc3)=Nc3ccc(OC)cc32)cc1 | 1.5 | -0.4 | -2.5 | -3.7
COCc1cc(C)nc2sc(C(=O)Nc3nccs3)c(N)c12 | 0.2 | 0.1 | -7.2 | -49.5
Cc1[nH]nc2c1C(c1ccc(Br)cc1F)C(C#N)=C(N)O2 (stereo not given) | 1.3 | -0.1 | -9.4 | 0.2
O=C(Cc1csc2nc(-c3ccc(Cl)cc3)cn12)NCC1CCCO1 (stereo not given) | 1.1 | 0.7 | -4.4 | -7.3
COc1ccc(N2C(=O)/C(=C\c3c(OC)cc(OC)cc3OC)C(=O)NC2=S)cc1 | 4.7 | 0.1 | 4.1 | 3.5
O=C1CCC(C(=O)OCC(=O)Nc2ccc(OC(F)F)cc2)=NN1 | 0.8 | 0.0 | 4.3 | 19.5
O=C(CSC1=NCCS1)Nc1cccc(Cl)c1 | 1.2 | 0.7 | 14.2 | -5.6
Cc1c(Cl)cccc1-c1ccc(C(=O)Nc2cccc([N+](=O)[O-])c2)o1 | -0.4 | 0.0 | 7.5 | 3.9
CCCSc1nc2ccccc2n1CC(=O)O | -1.2 | 0.0 | -0.4 | 4.5
O=C(NCCN1C(=O)C2C3C=CC(C3)C2C1=O)Nc1ccccc1 (stereo not given) | 0.2 | 0.8 | 20.2 | -3.7
Fc1ccccc1N1CCN(Cc2nnnn2C2CCCCC2)CC1 | 2.4 | 0.1 | 6.1 | -1.7
O=C(Cc1ccccc1)Nc1nnc2n1CCCS2 | -0.1 | 0.1 | 5.9 | -2.2
Cc1ccc(C(C)C)c(OCC(O)CN2CCC(C)CC2)c1 (stereo not given) | -0.1 | -0.2 | -2.0 | 12.3
COc1cccc(-n2c(N)c(C(=O)Nc3ccccc3C)sc2=S)c1 | -0.6 | -0.1 | 13.2 | -1.6

Not a retest: entries from further up.
SMILES | GPR151 ag | FBW7 activator | MITF inh | TEAD-YAP inh
COCc1cc(C)nc2sc(C(=O)Nc3nccs3)c(N)c12 | 0.2 | 0.1 | -7.2 | -49.5
Cc1[nH]nc2c1C(c1ccc(Br)cc1F)C(C#N)=C(N)O2 (stereo not given) | 1.3 | -0.1 | -9.4 | 0.2
O=C(Cc1csc2nc(-c3ccc(Cl)cc3)cn12)NCC1CCCO1 (stereo not given) | 1.1 | 0.7 | -4.4 | -7.3
COc1ccc(N2C(=O)/C(=C\c3c(OC)cc(OC)cc3OC)C(=O)NC2=S)cc1 | 4.7 | 0.1 | 4.1 | 3.5
O=C1CCC(C(=O)OCC(=O)Nc2ccc(OC(F)F)cc2)=NN1 | 0.8 | 0.0 | 4.3 | 19.5
O=C(CSC1=NCCS1)Nc1cccc(Cl)c1 | 1.2 | 0.7 | 14.2 | -5.6
Cc1c(Cl)cccc1-c1ccc(C(=O)Nc2cccc([N+](=O)[O-])c2)o1 | -0.4 | 0.0 | 7.5 | 3.9
CCCSc1nc2ccccc2n1CC(=O)O | -1.2 | 0.0 | -0.4 | 4.5
O=C(NCCN1C(=O)C2C3C=CC(C3)C2C1=O)Nc1ccccc1 (stereo not given) | 0.2 | 0.8 | 20.2 | -3.7
Fc1ccccc1N1CCN(Cc2nnnn2C2CCCCC2)CC1 | 2.4 | 0.1 | 6.1 | -1.7
